RAD54 inh: RAD54 (human) branch migration inhibition; Q92698; RAD54 Holliday junction branch migration, FAM/BHQ fluorescence; inhibition, % at 10.4 µM; 360,000 tested, 0.14% active; AID 602329;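 active means mean normalized replicate activity at least 40 and at least half of replicates scoring 40 or more; inconclusive means only one of the two criteria met; inactive means mean below 40 and under half of replicates reaching 40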;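 further: 0% = median of neutral control wells and 100% = median of positive control wells; inhibitors cause a drop in the FAM fluorescence signal; in these data hits start at about 50%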
Target sequence (Q92698 whole entry, looked up): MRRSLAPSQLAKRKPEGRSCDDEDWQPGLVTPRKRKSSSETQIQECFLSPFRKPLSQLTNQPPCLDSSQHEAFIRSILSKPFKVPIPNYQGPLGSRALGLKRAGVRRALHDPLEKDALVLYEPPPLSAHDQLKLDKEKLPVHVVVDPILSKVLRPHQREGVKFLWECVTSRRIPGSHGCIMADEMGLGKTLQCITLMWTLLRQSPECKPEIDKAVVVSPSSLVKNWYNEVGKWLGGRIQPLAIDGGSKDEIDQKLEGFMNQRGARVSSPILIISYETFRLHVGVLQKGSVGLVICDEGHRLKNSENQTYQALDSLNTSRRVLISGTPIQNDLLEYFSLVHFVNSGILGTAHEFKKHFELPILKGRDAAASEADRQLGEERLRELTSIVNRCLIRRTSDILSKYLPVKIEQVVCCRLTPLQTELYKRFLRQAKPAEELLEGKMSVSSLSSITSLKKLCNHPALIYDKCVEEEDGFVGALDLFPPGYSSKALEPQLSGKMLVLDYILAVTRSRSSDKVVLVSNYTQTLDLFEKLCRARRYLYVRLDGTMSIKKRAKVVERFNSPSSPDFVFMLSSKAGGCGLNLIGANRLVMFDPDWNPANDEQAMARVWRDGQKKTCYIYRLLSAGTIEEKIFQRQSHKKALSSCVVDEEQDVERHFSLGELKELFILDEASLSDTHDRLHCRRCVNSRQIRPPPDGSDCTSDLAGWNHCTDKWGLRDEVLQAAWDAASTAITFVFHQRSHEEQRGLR
Xi reactivation: activators of X-chromosome reactivation in mouse fibroblasts. activation, % at 7.58 µM. 360,000 tested, 0.055% active. XiGFP mouse fibroblasts, % GFP-positive cells imaging, 3 d; cells co-treated with 5-aza-dC sensitizer; scaled so ellipticine positive control = 100%;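 active means mean normalized replicate activation at least 10% and every replicate at or above 10%; inconclusive means only one of the two criteria met; inactive means mean below 10% and not all replicates reach 10%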;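 further: 0% = median of on-plate neutral control wells and 100% = ellipticine 6 µM median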
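assay system = SV40-immortalized XiGFP fibroblast cells, line 68-5-11 | buffer or medium = DMEM plus 5-aza-dC sensitizer | doses = single-point pinned compound dosing | times = 3-day compound exposure, then 15 min fixation at room temperature | benchmarks = positive control ellipticine, 6 µM final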
esBAF inh: blocks esBAF chromatin remodeling in mouse ES cells; reporter increase, % at 12.5 µM; 350,000 tested, 2% active; Bmi1-luciferase knock-in reporter, 24 h; 100% = twice the neutral-well signal; in the data active means activation above about 40%; inconclusive means no clear call, values can overlap the other calls;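 further: 0% = median of the plate's neutral control wells and 100% = double that signal; a rise in the Bmi1 reporter signal indicates esBAF inhibition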
ERAP1 HTS inh: ERAP1 (human) enzyme inhibition | AID 652197 | recombinant ERAP1, Leu-AMC fluorescence, 60 min | inhibition, % at 10.7 µM | Q9NZ08 | 340,000 tested, 0.15% active;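 active means mean replicate inhibition of at least 30%, or all replicates individually reaching that 30% level; inactive means mean below 30% and not every replicate reaching it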;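 further: 0% = neutral control wells and 100% = L-leucinethiol positive control wells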
ARNT TACC3 PPI: disrupts binding between human ARNT and TACC3; Q9Y6A5; AlphaScreen His-ARNT PAS-B/GST-TACC3 binding, luminescence; TACC3 fragment carries E629A point mutation; inhibition, % at 9.99 µM; 390,000 tested, 0.66% active; AID 623870;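 active means mean inhibition of replicates at least 50% and at least half of replicates each reaching 50%; inconclusive means half or more replicates reach 50% but mean below 50%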;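 further: 0% = complete ARNT plus TACC3 wells and 100% = ARNT alone without TACC3; many hits fall short of the cut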
GSIS activator: primary screen for activators of insulin secretion dependent on glucose, INS-1E cells, GLuc reporter luminescence. INS-1E GLuc reporter insulin secretion, 2-3 h. activation, % at 16.6 µM. 370,000 tested, 0.61% active. AID 743287;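 active means lowest replicate activation of at least 40%, so every replicate reaches that level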;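 further: 0% = median of neutral control wells and 100% = median of IBMX positive control wells; some compounds called inactive have numbers as strong as hits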
RAD52 anneal inh: RAD52 (human) annealing inhibition | P43351 | recombinant RAD52 DNA annealing, FRET fluorescence | inhibition, % at 18.7 µM | 360,000 tested, 0.46% active | AID 651710;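 active means every replicate showing at least 50% inhibition; inconclusive means mean inhibition at least 50% but not in every replicate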
CFTR F508del cor: correctors of CFTR F508del function in bronchial epithelial cells | CFBE cells, YFP halide quenching; stimulated with forskolin plus potentiator P3; % fluorescence drop versus neutral controls | AID 720511 | 350,000 tested, 0.36% active | activity (quench increase), % at 7.58 µM;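 active means mean added fluorescence quench of at least 8% versus neutral control, with both replicates also reaching 8%; inconclusive means only one of the mean or replicate conditions met; inactive means mean below 8% and not both replicates reaching 8%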;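 further: cells transiently co-express mutant CFTR-F508del with the halide-sensitive YFP; corrector assay measuring rescue of mutant channel to the surface after 24 h compound exposure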
Starred values were filed as active, the others as inactive; ? = inconclusive; · = not tested or not shown.

SMILES	RAD54 inh	Xi reactivation	esBAF inh	ERAP1 HTS inh	ARNT TACC3 PPI	GSIS activator	RAD52 anneal inh	CFTR F508del cor
CCN(CC(=O)Nc1ccc(OC)c(OC)c1)CC(=O)Nc1ccccc1C(F)(F)F	-4	-0.1	0	9	-8	5	-13	2.0
Cn1nc(C(=O)NNC(=O)c2ccc(Cl)cc2)ccc1=O	-9	0.0	-4	1	8	22	-6	0.8
O=C(C[C@H]1CC[C@@H](NC(=O)C2CCOCC2)[C@H](CO)O1)NCc1ccccc1Cl	-2	0.0	-12	-3	0	6	1	-4.1
CC(C)N(CCc1ccncc1)C(=O)Nc1ccc(Cl)c(Cl)c1	-4	-0.1	-2	-7	12	·	-7	0.9
Cc1ccc(C(C(=O)NC2CCCCC2)N(Cc2ccccc2)C(=O)Cc2c[nH]c3ccccc23)o1 (centres undefined)	-2	0.2	·	·	-1	-27	·	·
Cc1cccc(C(=O)NC2CCN(S(=O)(=O)c3ccccc3F)CC2)c1	10	-0.2	-2	0	-6	·	-5	·
Cc1nc(N2CCN(Cc3ccc(Cl)cc3)CC2)c2oc3ccccc3c2n1	-11	0.0	4	·	-8	·	-14	0.8
Cn1c(CSCCOc2ccccc2)n[nH]c1=S	-19	0.1	·	·	10	·	-15	-2.0
O=C(Nc1nnc(-c2cccnc2)s1)c1cccs1	-7	-0.2	30	·	-7	12	-8	-0.4
CCOC(=O)C1(Cc2cccc(Cl)c2)CCCN(C(=O)c2cc(C(C)C)nn2C)C1 (centres undefined)	-9	0.3	·	4	11	-12	3	-3.1
O=C(NC1CC1)C1CCN(C2CCN(C(=O)CCOc3ccccc3)CC2)CC1	·	0.0	·	12	-5	-2	-19	1.5
CCCCN(C(=O)CCC(=O)Nc1cc(C)on1)C(C(=O)NC(C)(C)CC)c1cccc(OC)c1OC (centres undefined)	·	-0.2	1	·	-6	-20	-3	-2.4
O=C1Nc2ccccc2C(=O)N(c2ccc3c(c2)OCCO3)C1C(=O)NC1CC1 (centres undefined)	·	-0.1	·	-1	·	1	-2	-2.6
CCS(=O)(=O)Nc1ccc2c(c1)C(=O)N(C)[C@@H]1CC[C@H](CC(=O)N3CCCCC3)O[C@@H]1CO2	4	0.1	-2	1	-8	2	-2	-5.1
COc1ccc(S(=O)(=O)Nc2cccc3c2O[C@@H](CN(C)S(=O)(=O)c2cn(C)cn2)[C@@H](C)CN([C@H](C)CO)C3=O)cc1	0	-0.6	-4	3	1	1	12	0.8
CCOc1ccc(NC(=S)N2CCC(NC(=O)C3CCCCC3)CC2)cc1	·	0.0	4	-3	-3	-13	15	-0.8
O=C(Nc1nc(-c2ccc3c(c2)OCCO3)cs1)c1ccco1	10	-0.1	-3	0	2	12	-12	-0.2
CN(C)CCNC(=O)c1onc(CSc2ccc(F)cc2)c1C(=O)NCCN(C)C	-4	0.0	-6	-1	3	-2	30	-0.2
O=C(c1ccccc1[N+](=O)[O-])N1CCCC(C(=O)N2CCCCCC2)C1 (centres undefined)	-1	0.0	-1	-1	-6	4	-1	1.9
O=C(c1cc(COc2ccc(F)c(F)c2)on1)N1CCN(C2CCCCC2)C(=O)C1	0	0.0	28	0	2	-31	-20	3.3
CC(/C=N\NC(=O)c1cc(C)oc1C)=C\c1ccccc1	3	0.0	21	·	·	7	·	·
C[C@@H]1CN([C@@H](C)CO)S(=O)(=O)c2ccc(C#CC3(O)CCCC3)cc2O[C@@H]1CN(C)C(=O)c1ccccc1	-4	0.5	4	0	-5	-17	-4	-0.9
CCOC(=O)c1c(NC(=O)CSc2nnc(-c3ccc(Cl)cc3)o2)sc2c1CCC2	·	-0.2	·	-1	-5	-9	-8	0.6
C[C@H](CO)N1C[C@H](C)[C@H](CN(C)S(=O)(=O)c2ccc(F)cc2)OCc2ccccc2-c2ccccc2C1=O	0	-0.1	1	3	4	-17	15	-1.4
CCCCCN(C(=O)CCC(=O)OCc1ccccc1C(F)(F)F)c1c(N)n(CCCC)c(=O)[nH]c1=O	0	0.1	1	0	25	-11	-21	-0.6
O=C(CN1CCOCC1)N1CCCCN2[C@H](CO)[C@H](c3ccc(C#Cc4ccccc4)cc3)[C@H]2C1	5	0.0	·	2	2	30	17	-0.3
C=CCn1c(SCC(=O)NC2CCCCC2)nnc1-c1ccccn1	8	0.2	-4	0	10	2	-3	-4.6
CO[C@@H]1CN(C)C(=O)c2cc(NC(=O)NC(C)C)ccc2OC[C@H](C)N(Cc2cncnc2)C[C@@H]1C	3	-0.2	3	·	-8	8	·	2.4
NC(=O)CC(NC(=O)c1ccccc1)c1ccc(N2CCCCCC2)c([N+](=O)[O-])c1 (centres undefined)	-6	0.0	-1	1	-3	-36	2	1.6
Cc1cn(CC(=O)c2ccccc2)c2ccccc12	-1	0.1	-9	5	-1	-4	-4	0.2
COc1ccc(CNC(=O)CN(c2ccc(C)cc2)S(=O)(=O)c2c(C)noc2C)cc1	14	0.0	0	1	-3	7	-5	-1.8
CCN1CCN(CC(O)COCC2COc3ccccc3O2)CC1 (centres undefined)	·	0.0	·	3	-8	3	-3	-2.3
CCOC(=O)c1ccc(S(=O)(=O)N2CCC(C(=O)Nc3nnc(C)o3)CC2)cc1	-1	2.3	-5	-3	31	58*	-2	0.9
CCC(=O)N1CCCc2cc(S(=O)(=O)CCC(=O)Nc3ccccc3C)ccc21	7	0.1	-1	-1	-3	-3	-2	0.4
CC1C(=O)N(Cc2cn(Cc3ccco3)nn2)CCS(=O)(=O)N1Cc1ccc(-c2cccc(N(C)C)c2)cc1 (centres undefined)	·	0.1	4	1	·	-1	-2	-1.3
CCCN1C[C@H](C)[C@H](OC)CN(C)C(=O)c2cc(NC(=O)CC(F)(F)F)ccc2OC[C@H]1C	·	0.2	·	-1	·	28	-9	2.7
O=C(NNC(=S)NC(=O)c1cn(-c2ccccc2)nc1-c1ccccc1)c1ccncc1	·	0.2	·	-1	32	-9	-17	-2.4
Cc1ccc(S(=O)(=O)Nc2ccc3c(c2)C(=O)N([C@@H](C)CO)C[C@@H](C)[C@@H](CN(C)C(=O)Nc2c(C)noc2C)OCCCC[C@@H](C)O3)cc1	3	0.1	0	2	-7	-3	2	0.2
N#CCCN(C(=O)COC(=O)CCC(=O)c1cccs1)c1ccccc1	13	0.0	-10	-1	7	5	-13	-0.3
CCN1CCN(Cc2nc3c(c(=O)n(C)c(=O)n3C)n2CCc2ccccc2)CC1	-4	0.0	-1	3	-2	3	-4	-3.0
CC(C)C#Cc1cnc2c(c1)C(=O)N([C@H](C)CO)C[C@@H](C)[C@@H](CN(C)C(=O)Nc1ccccc1F)O2	3	0.2	-5	4	3	-12	2	1.9
CC(C)CCN(C(=O)C1=COCCO1)c1c(N)n(Cc2ccccc2)c(=O)[nH]c1=O	-6	-0.1	3	-3	2	22	-12	0.4
Nc1nonc1-n1nnc(C(=O)N/N=C/c2ccccn2)c1CNc1ccccc1	1	0.0	-8	-3	47*	12	-40	2.5
COc1ccc2c(c1)OC[C@H]1[C@H]2N2C(=O)CN(Cc3ccco3)C(=O)[C@@]2(C)[C@H]1c1ccccc1	10	0.3	-3	·	4	-10	-16	0.7
COc1ccc(Cl)cc1CC=NNC(=O)c1ccncc1	·	0.5	·	2	8	5	-45	1.1
NC(=O)c1c(NC(=O)c2ccccc2Cl)sc2c1CCC2	9	0.0	?	0	7	0	-54	0.2
COc1cc(NC(=O)C2CC(=O)N(Cc3ccco3)C2)c(OC)cc1Cl (centres undefined)	-1	0.0	-7	-1	-7	·	-18	-4.0
COc1ccc(NC(=O)Nc2ccc3c(c2)C(=O)N([C@@H](C)CO)C[C@H](C)[C@H](CN(C)CC2CCCCC2)O3)cc1	-2	0.1	0	3	3	12	14	-0.8
COC(=O)c1ccc(CNC(=O)COC(=O)CCC2CCCC2)cc1	·	0.0	·	3	-5	19	-13	0.6
Cc1noc(C)c1NC(=O)Nc1ccc2c(c1)C(=O)N(C)[C@@H]1CC[C@H](CC(=O)N[C@H]3CCN(Cc4ccccc4)C3)O[C@H]1CO2	3	0.0	-4	-1	1	-2	8	3.3

Full records, looked up by structure. Screens in order: RAD54 inh, Xi reactivation, esBAF inh, ERAP1 HTS inh, ARNT TACC3 PPI, GSIS activator, RAD52 anneal inh, CFTR F508del cor
Listed for CC(C)CCN(C(=O)C1=COCCO1)c1c(N)n(Cc2ccccc2)c(=O)[nH]c1=O : -6, -0.1, 3, -3, 2, 22, -12, 0.4
Listed for COc1ccc2c(c1)OC[C@H]1[C@H]2N2C(=O)CN(Cc3ccco3)C(=O)[C@@]2(C)[C@H]1c1ccccc1 : 10, 0.3, -3, ·, 4, -10, -16, 0.7
Listed for NC(=O)c1c(NC(=O)c2ccccc2Cl)sc2c1CCC2 : 9, 0.0, ?, 0, 7, 0, -54, 0.2
Listed for Cc1noc(C)c1NC(=O)Nc1ccc2c(c1)C(=O)N(C)[C@@H]1CC[C@H](CC(=O)N[C@H]3CCN(Cc4ccccc4)C3)O[C@H]1CO2 : 3, 0.0, -4, -1, 1, -2, 8, 3.3
Listed for COc1ccc(NC(=O)Nc2ccc3c(c2)C(=O)N([C@@H](C)CO)C[C@H](C)[C@H](CN(C)CC2CCCCC2)O3)cc1 : -2, 0.1, 0, 3, 3, 12, 14, -0.8

(list continues)
SMILES	RAD54 inh	Xi reactivation	esBAF inh	ERAP1 HTS inh	ARNT TACC3 PPI	GSIS activator	RAD52 anneal inh	CFTR F508del cor
CC(=O)c1ccc(NC(=O)C(C)OC(=O)C2CC(=O)N(c3ccc4c(c3)OCCO4)C2)cc1 (centres undefined)	5	-0.1	·	0	1	-3	-2	2.3
CC(C)(C)c1ccc(OCCCC(=O)Nc2cccc(S(=O)(=O)N3CCOCC3)c2)cc1	-3	0.0	-13	-1	1	-32	-24	-0.2
CCN(CC)CCn1c(=N)n(CC(O)c2ccc(OC)c(OC)c2)c2ccccc21 (centres undefined)	·	0.0	·	10	·	3	3	-0.2
C=CCn1c2ccccc2c2nnc(SCc3[nH]c(=O)[nH]c3C(=O)CCCCC(=O)OCC)nc21	-1	0.0	-2	0	-2	-2	-24	1.0
CCCNC(=O)C[C@@H]1C[C@@H]2c3cc(NC(=O)Cc4ccncc4)ccc3O[C@@H]2[C@@H](CO)O1	-3	0.0	-4	·	-8	-4	·	-1.7
C[C@@H]1CN([C@H](C)CO)C(=O)c2cc(NS(=O)(=O)c3ccc(F)cc3)ccc2O[C@H]1CN(C)CC1CC1	4	-1.1	0	0	·	9	0	0.9
O=C(c1ccc(Cl)cc1Cl)N1CCN(c2ccc(N3CCOCC3)nn2)CC1	-10	0.0	-5	-3	0	11	-7	-0.6
Cc1nnc(SCC(=O)Nc2ncc3c(n2)CC(c2ccccc2)CC3=O)s1 (centres undefined)	-6	·	-15	-3	-1	9	-6	·
O=C(c1cccc(Cl)c1)N1CCC2(CC1)NCCc1[nH]cnc12	3	0.1	6	2	-8	-1	2	1.1
O=C(OCc1ccc(Br)cc1F)c1cc2ccccc2oc1=O	-3	0.0	-10	-1	-3	-6	-14	0.8

This is a random part of the collection; any-hit rate near 3.3%.
